Screening results: PubChem, National Center for Advancing Translational Sciences (NCATS)
ATXN viability – reduces viability in counter-screen for ATXN expression inhibitors | Potency, µM (highest dose often 56.7 µM), usual class: cytotoxic | S2 cells (HEK-293 line with an ATXN2-luciferase reporter) viability, CellTiter-Fluor protease fluorescence, 24 h | 400,000 tested, 0.49% active; further: potency means the concentration at half of the fitted maximal effect; nearly all actives have a fitted effect of over 40% in size
HepG2 viability – kills HepG2 cells in TGF-b inhibitor counter-screen; AID 588856; HepG2 CAGA-GFP viability, ATP luminescence, 18 h; 410,000 tested, 0.76% active; Potency, µM (highest dose often 46.1 µM), without a hit: at the top dose activity change, negative = cytotoxicity, actives largely listed as cytotoxic; further: potency means the concentration at half of the fitted maximal effect; some results filed as inactive show a strong effect at the top dose
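CellTiter-Glo luminescence gave cytotoxicity after 18 hours at 37 degrees C. The cells were HepG2 CAGA-GFP in 1% FBS DMEM, stimulated with 500 pg/mL TGF-beta after compound addition. %Activity was normalised to no-cell wells (complete cell-killing) and DMSO (no toxicity), and curves were fitted and classified.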
Nrf2 ARE act – Nrf2 pathway activation. AREc32 ARE-luciferase reporter (MCF7-derived line), luminescence, 24 h. Potency, µM (top dose mostly 46.1 µM), for the others: top-dose activation, most hits filed as activators. 410,000 tested, 0.31% active. AID 624171; further: potency means the concentration at half of the fitted maximal effect; % of control where 0% means no effect; nearly all actives have a fitted effect of over 65% in size
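AREc32_Fluc, 1000 cells/well, OPTI-MEM + 5% FBS, o/n 37 deg C 5% CO2; 23 nL cpd by pin tool, 24 hr; Steady-Glo 30 min RT, luminescence.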
IL-2 act – activates IL-2 in a cell-based reporter assay; 360,000 tested, 0.065% active; IL-2 activation reporter assay, cell-based qHTS; stimulated with anti-CD3/CD4/CD28 beads; in transgenic mouse T cells; AID 652025; activation, % (series mostly up to about 46 µM); in the data active means activation above about 50%; inconclusive means mostly about 30% to 49%; further: 0% is about no effect
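EGFP and DsRed fluorescence is measured by plate cytometry in unstimulated transgenic mouse T cells exposed to compound for 60 minutes, then stimulated 18 hours at 37 degrees C with anti-CD3/anti-CD4 beads plus anti-CD28.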
A549 viability – counter-screen for Nrf2 inhibitors: cytotoxicity in A549 cells; 390,000 tested, 0.16% active; Potency, µM (series often up to 46 µM), for the others: top-dose activity change, negative = cytotoxicity, hits mostly inhibitors; A549 ARE-Fluc cells, CellTiter-Fluor viability, 18-24 h; AID 504648; further: potency means the concentration at half of the fitted maximal effect; on the % scale 0 is the no-effect control and ±100 the full control effect
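A549 ARE_Fluc cells in 5% FBS OPTI-MEM were exposed to compounds in concentration-response for 18-24 h at 37 deg C. Viability was read by CellTiter-Fluor fluorescence (Ex 405/Em 525) after 30 min, before the luciferase read.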
EPAC2 agonist – activates human EPAC2 exchange factor | AID 720711 | EPAC2 activation, biochemical qHTS; response scale: 100% = 6.5 mM cAMP response | Potency, µM (series often up to 154 µM), for inactives: at the top dose activation, usual class: activators | Q8WZA2 | 360,000 tested, 0.079% active; further: potency means the concentration at half of the fitted maximal effect; nearly all actives have a fitted effect of over 50% in size
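Each well held 100 nM EPAC2, 250 nM RAP1B-BODIPY-GDP and 50 uM GDP. Fluorescence, read at 5-min intervals to 30 min, was referenced to a 6.5 mM cAMP positive control.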
ATXN2 expr inh – reduces ATXN2 reporter expression in HEK-293 cells | HEK-293 ATXN2-luciferase reporter, luminescence, 24 h | Potency, µM (series often up to 57 µM), inactives show top-dose activity change, negative = inhibition, usual class: inhibitors | 360,000 tested, 0.72% active | AID 1745845; further: potency means the concentration at half of the fitted maximal effect; on the % scale 0 is the no-effect control and ±100 the full control effect; nearly all actives have a fitted effect of over 55% in size
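ATXN2-luciferase reporter cells (luciferase flanked by upstream and downstream ATXN2 gene portions) were treated 24 h at 37 °C with compounds at up to 57 uM. SteadyGlo luminescence gave expression; GF-AFC fluorescence gave viability.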
TGFb SMAD3 inh – inhibitors of TGF-b signaling | Potency, µM (top dose mostly 46.1 µM), for the others: at the top dose activity, negative = inhibition, hits mostly inhibitors | 410,000 tested, 1.2% active | HepG2 CAGA-GFP TGF-b/SMAD3 reporter, GFP fluorescence, 18 h; TGF-beta stimulated, 500 pg/mL final | AID 588855; further: potency means the concentration at half of the fitted maximal effect; on the % scale 0 is the no-effect control and ±100 the full control effect; nearly all actives have a fitted effect of over 65% in size
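Inhibition of TGF-beta-driven CAGA-GFP reporter expression in HEPG2 cells is measured by cellular GFP fluorescence after 18 h stimulation with 500 pg/mL recombinant TGF-beta in 1% FBS medium at 37 degrees C.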
Nrf2 block – Nrf2 pathway inhibition. Potency, µM (highest dose often 46 µM), without a hit: at the top dose activity change, negative = inhibition, hits mostly inhibitors. 360,000 tested, 2.1% active. A549 ARE-Fluc reporter, luciferase luminescence, 18-24 h; further: potency means the concentration at half of the fitted maximal effect; on the % scale 0 is the no-effect control and ±100 the full control effect; nearly all actives have a fitted effect of over 60% in size
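Quantitative HTS in A549 cells stably bearing an antioxidant response element-firefly luciferase construct. Inhibition of Nrf2-driven transcription was scored by luminescence after 18-24 h of compound exposure at 37 °C.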
Active calls of the source: *; i = inactive; u = inconclusive; x = no result given; & = joins results of further samples; [ ] = remark or other dose. Unless noted, the call rests on the fitted dose curve; in most records, active means well fitted curve in the direction sought with a large enough effect; inconclusive means small, poorly fitted or top-dose-only effect, or another doubt; inactive means no such curve, though single readings can be large; an effect the other way counts as inactive or inconclusive.

canonical_smiles	ATXN viability	HepG2 viability	Nrf2 ARE act	IL-2 act	A549 viability	EPAC2 agonist	ATXN2 expr inh	TGFb SMAD3 inh	Nrf2 block
O=C(Nc1ccc2oc(-c3cccnc3)nc2c1)c1ccc(Br)o1	i	7%	-0.1%	0.2	-5%	7%	-13%	1%	u
COc1cccc(-n2c(=O)c3sc4ccccc4c3n(CC(=O)Nc3ccccc3OC)c2=O)c1	u	-18%	0.4%	x	-12%	x	12%	u	-16%
CCCCCCn1c(=O)n2n(c1=O)C[C@]1(OC(=O)NCc3ccccc3F)CN(S(=O)(=O)c3ccc(C)cc3)C[C@]1(O)C2	u	50%	-1.9%	-4.5	x	-5%	-19%	u	x
Cc1nc(-c2ccccc2)c(Cc2ccccc2O)c(=O)[nH]1	i	-3%	0.4%	-1.2	-4%	6%	x	u	u
Nc1ccccc1/C=N\N=C/c1ccccc1N	i	-1%	u	0.2	-6%	3%	75%[activator]	10%	u
CSc1ccc(CN2CCN(C(=O)c3ccc([N+](=O)[O-])cc3)CC2)cc1	i	-14%	2.7%	0.8	-27%	7%	u	-30%	u
CC(C)NC(=O)CSCc1ccccc1Cl	i	3%	1.4%	-2.0	-14%	1%	9%	-2%	u
COC(=O)C(Cc1ccccc1)NC(=O)CNC(=O)c1sc2ccccc2c1Cl (centres undefined)	i	1%	-0.3%	-0.6	-12%	7%	7%	2%	15%
CCN(CCCNC(=O)c1[nH]c(C)c(C(C)=O)c1C)c1ccccc1	i	-19%	6.2%	0.3	-7%	1%	0%	-6%	u
CCCCNC(=O)Cn1nc(-c2ccc(C)cc2)ccc1=O	i	-3%	-0.8%	-2.1	5%	12%	-1%	-5%	-19%
CC(C)c1ccc(NC(=O)C2CCCN(S(=O)(=O)c3cccc4nsnc34)C2)cc1 (centres undefined)	i	-32%	0.4%	x	1%	x	-15%	u	8%
CC(C)c1ccc(N2C(=O)CSC23C(=O)N(Cc2cccc(F)c2)c2ccccc23)cc1 (centres undefined)	i	2%	-0.3%	x	6%	x	-15%	2%	-24%
COc1ccc(C(C)C)cc1S(=O)(=O)N1CCN(c2ccccc2)CC1	i	-24%	0.0%	0.0	u	7%	-9%	u	-19%
CN(C(=O)CCc1nnc(Cc2ccc(-c3ccccc3)cc2)o1)C1CCOCC1	i	-12%	-0.6%	-3.2	-3%	2%	-9%	-3%	-13%
Cc1ccc(OCC(=O)Nc2nonc2-c2ccc(C)c(C)c2)cc1C	i	-32%	-0.1%	x	10%	x	-11%	-28%	3%

Entries above that have fluorine (two):
canonical_smiles	ATXN viability	HepG2 viability	Nrf2 ARE act	IL-2 act	A549 viability	EPAC2 agonist	ATXN2 expr inh	TGFb SMAD3 inh	Nrf2 block
CCCCCCn1c(=O)n2n(c1=O)C[C@]1(OC(=O)NCc3ccccc3F)CN(S(=O)(=O)c3ccc(C)cc3)C[C@]1(O)C2	u	50%	-1.9%	-4.5	x	-5%	-19%	u	x
CC(C)c1ccc(N2C(=O)CSC23C(=O)N(Cc2cccc(F)c2)c2ccccc23)cc1 (centres undefined)	i	2%	-0.3%	x	6%	x	-15%	2%	-24%

Back to the main list with the 7 entries that preceded the break.
canonical_smiles	ATXN viability	HepG2 viability	Nrf2 ARE act	IL-2 act	A549 viability	EPAC2 agonist	ATXN2 expr inh	TGFb SMAD3 inh	Nrf2 block
CCN(CCCNC(=O)c1[nH]c(C)c(C(C)=O)c1C)c1ccccc1	i	-19%	6.2%	0.3	-7%	1%	0%	-6%	u
CCCCNC(=O)Cn1nc(-c2ccc(C)cc2)ccc1=O	i	-3%	-0.8%	-2.1	5%	12%	-1%	-5%	-19%
CC(C)c1ccc(NC(=O)C2CCCN(S(=O)(=O)c3cccc4nsnc34)C2)cc1 (centres undefined)	i	-32%	0.4%	x	1%	x	-15%	u	8%
CC(C)c1ccc(N2C(=O)CSC23C(=O)N(Cc2cccc(F)c2)c2ccccc23)cc1 (centres undefined)	i	2%	-0.3%	x	6%	x	-15%	2%	-24%
COc1ccc(C(C)C)cc1S(=O)(=O)N1CCN(c2ccccc2)CC1	i	-24%	0.0%	0.0	u	7%	-9%	u	-19%
CN(C(=O)CCc1nnc(Cc2ccc(-c3ccccc3)cc2)o1)C1CCOCC1	i	-12%	-0.6%	-3.2	-3%	2%	-9%	-3%	-13%
Cc1ccc(OCC(=O)Nc2nonc2-c2ccc(C)c(C)c2)cc1C	i	-32%	-0.1%	x	10%	x	-11%	-28%	3%
CCCC(=O)N1CCc2cc(OC)c(OC)cc2C1COc1ccc(C(=O)OC)cc1 (centres undefined)	i	-12%	3.6%	x	-2%	x	-15%	2%	x
CC(C)CC(=O)N1CCC(O)(CS(=O)(=O)c2ccc(Cl)c(Cl)c2)CC1	i	-2%	0.3%	0.0	0%	-5%	1%	24%	1%
Cc1cccc(OCc2ccc(C(=O)Nc3cc(C)on3)o2)c1	i	2%	1.8%	-1.0	3%	3%	-4%	u	0%
CN(Cc1ccc(F)cc1)S(=O)(=O)c1nnc(NC(=O)c2ccc(F)cc2)s1	x	-34%	-0.3%	x	-10%	x	x	u	u
O=c1[nH]cc(S(=O)(=O)N2CCN(c3ccccc3F)CC2)c(=O)[nH]1	i	9%	-0.8%	-1.6	x	8%	x	-4%	x
COc1cc(C(=O)Nc2cc(C)c(O)c(-c3nc4cc(Cl)ccc4o3)c2)cc(OC)c1OC	i	-6%	-1.1%	x	-8%	x	-21%	29%	u
NC(Cc1ccc2nonc2c1)C(=O)O (centres undefined)	i	4%	-0.1%	-0.3	-10%	5%	1%	-2%	-8%
CCOC(=O)c1c(NC(=O)/C=C/c2ccc(Cl)cc2)sc2c1CCC(C)C2 (centres undefined)	x	3%	0.5%	x	8%	x	x	0%	1%
COc1cc(NC(=O)c2cccnc2Sc2ccc(C)c(C)c2)cc(OC)c1OC	i	-44%	4.1%	1.7	11%	-16%	2%	0%	5%
O=C(CSc1ccc(-c2ccccn2)nn1)Nc1ccc(F)c(F)c1	u	-29%&-3%	4.1%&0.8%	-0.2	-8%&-1%	0%	u	u	3.3µM*
Cc1nc2ccccn2c1C(=O)N/N=C/c1ccccc1[N+](=O)[O-]	i	1%	11%	-0.3	0%	5%	-5%	14%	17%
Cc1cc(C(=O)NCC(=O)Nc2ccc(F)c(F)c2)c(C)o1	u	3%	0.1%	-0.1	1%	3%	0%	13%	-13%
C[C@@H]1CN([C@H](C)CO)C(=O)CCCn2nncc2CO[C@H]1CN(C)C(=O)C1CC1	i	-8%	0.3%	-1.3	x	10%	3%	6%	x
